# Assay outcomes (PubChem)
# TrxR1 substrate – qHTS Assay for Substrates of Mammalian Selenoprotein Thioredoxin Reductase 1 (TrxR1): qHTS | Thioredoxin reductase 1, cytoplasmic (Rattus norvegicus), O89049 | purified TrxR1 substrate turnover, NADPH consumption readout | Potency, µM (series often up to 114 µM), for inactives: at the highest dose activity change, negative = substrate turnover | 0.01% of 390,000 active | AID 588456, 2011; also: potency is read from the fitted curve at half-maximal effect; % is scaled to controls: 0 for no effect and ±100 for the full control effect; nearly all actives have a fitted effect of over 50% in size
# Target sequence (O89049 whole entry, looked up): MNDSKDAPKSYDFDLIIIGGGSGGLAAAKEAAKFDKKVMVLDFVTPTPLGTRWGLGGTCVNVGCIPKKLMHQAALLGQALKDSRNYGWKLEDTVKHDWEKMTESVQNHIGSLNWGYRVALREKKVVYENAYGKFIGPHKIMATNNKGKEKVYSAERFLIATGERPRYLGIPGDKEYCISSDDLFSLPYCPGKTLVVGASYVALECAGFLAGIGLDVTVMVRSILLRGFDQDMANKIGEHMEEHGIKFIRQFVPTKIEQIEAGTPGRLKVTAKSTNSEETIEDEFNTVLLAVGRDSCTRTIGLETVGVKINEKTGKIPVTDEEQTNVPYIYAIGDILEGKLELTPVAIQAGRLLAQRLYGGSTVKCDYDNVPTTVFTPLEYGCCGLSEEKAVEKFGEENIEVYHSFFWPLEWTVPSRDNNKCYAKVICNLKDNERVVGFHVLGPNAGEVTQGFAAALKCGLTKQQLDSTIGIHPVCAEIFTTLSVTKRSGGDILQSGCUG
#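 Rat TrxR1, dispensed at 90 nM, was prereduced with 400 uM NADPH (final) for 5 min at ~22 deg C, then incubated with compound 15 min before 400 uM selenite. A first-read NADPH fluorescence drop versus no-compound background flagged substrates.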
# USP1-UAF1 inh – Inhibitors of USP1/UAF1: Primary Screen | AID 743255, 2014 | Potency, µM (series often up to 57.1 µM), for the others: at the highest dose activity change, negative = inhibition, usual class: inhibitors | Ubiquitin carboxyl-terminal hydrolase 1 (Homo sapiens), O94782 | 0.23% of 390,000 active | recombinant USP1/UAF1, Ub-Rhodamine cleavage fluorescence; also: potency is read from the fitted curve at half-maximal effect; % is scaled to controls: 0 for no effect and ±100 for the full control effect; nearly all actives have a fitted effect of over 60% in size; inactives centre near -12
#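 USP1/UAF1 complex at 1 nM was preincubated with compound for 15 min at room temperature, then Ub-Rho substrate (150nM final) was added. Fluorescence (480/540 nm) was read kinetically, 6 reads every 60 seconds.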
# RXFP1 agonist – qHTS Assay for Agonists of the Relaxin Receptor RXFP1; Relaxin receptor 1 (Homo sapiens), Q9HBX9; HEK293T-RXFP1 cAMP TR-FRET, 30 min; response scale: percent of porcine relaxin response, buffer zero; Potency, µM (titrated, usually from 57.5 µM), for the others: top-dose activation, most hits filed as activators; 0.3% of 370,000 active; AID 2676, 2010; also: potency is read from the fitted curve at half-maximal effect; % is scaled to controls: 0 for no effect and ±100 for the full control effect; nearly all actives have a fitted effect of over 60% in size; many of its hits are not listed in these tables
#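 Agonist response is measured as cAMP accumulation in an RXFP1-transfected HEK293T line under PDE4 inhibition. Values are scaled between buffer-only and 29 nM porcine relaxin, and EC50s come from standard Hill equation fits.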
# LDHA inh – qHTS assay for inhibitors of human lactate dehydrogenase; L-lactate dehydrogenase A chain (Homo sapiens), P00338; purified LDHA, NADH/diaphorase-resazurin fluorescence; stronger effect = lower value; activity change, % (values are at about 110 or 230 µM); 0.15% of 480,000 active; in the data active = activity change below about -30%; inconclusive = mostly about -25% to -30%;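 also: plate controls were DMSO wells for no effect and wells without enzyme for full effect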
#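 Remaining NADH was detected by diaphorase (0.133 mg/mL) converting 37 µM resazurin to fluorescent resorufin, read at 0 and 20 minutes. The preceding 5-minute room-temperature reaction used 2 nM LDHA, 0.2 mM sodium pyruvate and 0.06 mM NADH at pH 7.4.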
# Glioma ERSR ind – qHTS for Inducers of the Endoplasmic Reticulum Stress Response (ERSR) in Human Glioma: qHTS; U87-MG GRP78 promoter luciferase reporter, 16 h; Potency, µM, without a hit: at the highest dose activation, hits mostly activators; 0.02% of 420,000 active; AID 602332, 2012; also: potency is read from the fitted curve at half-maximal effect; series mostly up to about 76 µM; % of control where 0% means no effect; nearly all actives have a fitted effect of over 35% in size
#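 Stably transfected U87-MG human glioma cells carrying a GRP78-based luminescent sensor were seeded at 1000 cells/well, pin-dosed with compounds and incubated 16 h. Luciferase reagent was then added, and end-point luminescence was read after 10 min at room temperature.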
# Vif-APOBEC3G blk – qHTS for Inhibitors of Vif-A3G Interactions: qHTS. 0.076% of 410,000 active. DNA dC->dU-editing enzyme APOBEC-3G (Homo sapiens), Q9HC16. Potency, µM (doses to about 46.1 µM), inactives show at the top dose activity, negative = active, hits mostly inhibitors. HeLa A3G-eYFP + Vif (tagged APOBEC3G with the HIV-1 protein that degrades it), YFP fluorescence, overnight. AID 602310, 2012;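 also: potency is read from the fitted curve at half-maximal effect; % is scaled to controls: 0 for no effect and ±100 for the full control effect; nearly all actives have a fitted effect of over 60% in size; hits raise eYFP signal because A3G escapes Vif-driven loss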
#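 Read-out is eYFP fluorescence (Ex 488/Em 500-530) from Vif-expressing HeLa A3G-eYFP cells; more signal means A3G escaped Vif-mediated degradation. Cells plated overnight, compound pinned in, incubated overnight at 37 deg C.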
# IDH1 R132H inh – qHTS for Inhibitors of mutant isocitrate dehydrogenase 1 (IDH1): qHTS. 0.093% of 390,000 active. Potency, µM (top dose mostly 76.6 µM), for inactives: top-dose activity change, negative = inhibition, hits mostly inhibitors. AID 602179, 2012. IDH1-R132H enzyme, NADPH consumption, diaphorase/resazurin fluorescence; also: potency is read from the fitted curve at half-maximal effect; % is scaled to controls: 0 for no effect and ±100 for the full control effect; nearly all actives have a fitted effect of over 65% in size
#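 IDH1-R132H (0.5 ug/mL dispensed) in pH 7.5 Tris buffer was preincubated 30 min with compound, then given a substrate mix of 0.016 mM NADPH and 2 mM alpha-KG for 80 min at room temperature; remaining NADPH was read by diaphorase/resazurin fluorescence.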
# PI4K2A inh – qHTS for small molecular inhibitors of PI4K2A; 0.13% of 420,000 active; purified PI4K2A, ADP-Glo luminescence, 1 h; stronger effect = lower value; Phosphatidylinositol 4-kinase type 2-alpha (Homo sapiens), Q9BTU6; AID 1346378, 2018; activity change, negative = inhibition, % at 76.9 µM; in the data active = activity change below about -50%; inconclusive = mostly about -30% to -49%;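 also: -100% = wells without enzyme as full effect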
# Target sequence (Q9BTU6 whole entry, looked up): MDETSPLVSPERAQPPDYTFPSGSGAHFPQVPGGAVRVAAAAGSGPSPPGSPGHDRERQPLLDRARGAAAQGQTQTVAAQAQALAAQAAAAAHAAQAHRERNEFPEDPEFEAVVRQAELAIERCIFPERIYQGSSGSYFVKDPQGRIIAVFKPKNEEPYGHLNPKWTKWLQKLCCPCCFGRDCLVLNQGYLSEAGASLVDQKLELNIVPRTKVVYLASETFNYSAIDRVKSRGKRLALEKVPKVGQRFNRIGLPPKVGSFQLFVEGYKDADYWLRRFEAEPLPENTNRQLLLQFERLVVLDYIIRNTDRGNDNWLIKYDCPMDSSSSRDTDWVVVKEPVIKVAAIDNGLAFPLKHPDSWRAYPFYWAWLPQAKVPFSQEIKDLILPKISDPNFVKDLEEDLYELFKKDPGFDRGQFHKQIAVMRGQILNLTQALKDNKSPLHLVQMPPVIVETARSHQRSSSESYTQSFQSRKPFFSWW
#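 In this quantitative HTS, ADP production by PI4K2A was quantified luminescently after 1 h at ambient temperature; 100 microM adenosine served as plate-quality control.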
# Vif-A3F inh – qHTS for Inhibitors of Vif-A3F Interactions: qHTS; HeLa A3F-eYFP + Vif (tagged APOBEC3F with the HIV-1 protein that degrades it), YFP fluorescence increase; Potency, µM (series often up to 46.1 µM), for inactives: at the top dose activity, negative = active; 0.2% of 390,000 active; also: potency is read from the fitted curve at half-maximal effect; % of control where 0% means no effect; nearly all actives have a fitted effect of over 65% in size
#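 HeLa cells stably expressing A3F-eYFP plus Vif, plated and incubated overnight at 37 deg C, then exposed to compounds overnight at 37 deg C. Blocked degradation read as raised yellow fluorescence (Ex 488/Em 500-530).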
# * marks the source's active call; other numbers are inactive results; ? = inconclusive; . = not tested or not shown; & = joins results of further samples; [ ] = remark or other dose. Unless noted, calls follow the shape of the dose curve; as a rule, active = well fitted curve in the direction sought with a large enough effect; inconclusive = small, poorly fitted or top-dose-only effect, or another doubt; inactive = no such curve, though single readings can be large; an effect the other way counts as inactive or inconclusive. These rows are one share of the data (hit frequency here may not be typical).
SMILES,TrxR1 substrate,USP1-UAF1 inh,RXFP1 agonist,LDHA inh,Glioma ERSR ind,Vif-APOBEC3G blk,IDH1 R132H inh,PI4K2A inh,Vif-A3F inh
CCOc1cc(/C=C2\SC(=O)N(CC(=O)Nc3ccccc3F)C2=O)cc([N+](=O)[O-])c1O,-12%[57.1 µM],-13%,-3.6%,-5,-3%,0%,6%,2,6%
Cc1cnc(C(=O)N2CCc3c([nH]c4ccccc34)C2c2ccc(F)cc2)cn1 (stereo not drawn),1%,-21%,-1.3%,1,2%,-16%,6%,1,-6%
Cc1sc(NC(=O)CCS(=O)(=O)c2ccccc2)c(C#N)c1C,-5%,-17%,-0.9%,-5,-3%,-12%,3%,-1,2%
CCc1cc(C(=O)N2CCCC(CNS(=O)(=O)c3cccs3)C2)n(C)n1 (stereo not drawn),-1%,-3%,0.2%,-4,-1%,-1%,1%,-1,0%
Cn1c(N)c(C(=O)COC(=O)c2ccccc2C(F)(F)F)c(=O)n(C)c1=O,-6%,-6%,.,-10,-3%,-1%,2%,0,3%
COc1cc(C(c2oc(CO)cc(=O)c2O)c2oc(CO)cc(=O)c2O)cc(OC)c1OC,-1%,-22%,-3.0%,4,-2%,-2%,-13%,0,10%
COC(=O)C(NC(=O)C(NC(=O)c1ccccc1)C(C)C)C(C)C (stereo not drawn),7%,-19%,0.0%,-8,-4%,4%,-1%,0,4%
NC1=C(Cl)C(=O)c2ccccc2C1=O,-10%,?,.,5,-1%,-6%,-4%,-9,6%
Cc1ccc(C(=O)c2cc([N+](=O)[O-])ccc2N2CCN(C)CC2)cc1,0%[57.1 µM],-18%,2.6%,-3,-1%,?,5%,-2,-3%
Nc1nonc1C(=O)NCCNCc1cc(Br)ccc1OCc1ccc(F)cc1,-18%,-6%,1.1%,0,-6%,1%,7%,3,-5%
COc1ccc(NS(=O)(=O)c2ccc(N3CCOCC3)c(NC(=O)c3ccccc3Cl)c2)cc1,-6%,-3%,-0.7%,-3,0%,-1%,3%,3&0,-1%
O=C(N/N=C/c1ccoc1)c1ccccc1Br,0%,-29%,1.5%,-1,3%,1%,-4%,-2,-8%
Cc1[nH]c2ccccc2c1C(=O)CSc1ccccc1,3%,-21%,1.7%,-13&-5,1%,0%,12%,-3,-2%
Cc1cccc(-n2c(SCC(=O)N3CC(=O)Nc4ccccc43)nc3ccccc3c2=O)c1,-5%,-15%,2.8%,-10,0%,?,-3%,2,-8%
O=C(NC(c1ccc(F)cc1)c1ccc2ccccc2n1)C1CCN(CCOc2ccc(Cl)cc2)CC1 (stereo not drawn),.,.,.,2,-6%,-14%,.,3,.
CCCN(CC(=O)Nc1ccc(F)c(F)c1F)C(=O)C1=COCCO1,2%[57.1 µM],-15%,0.6%,3,3%,-1%,-1%,7,2%
Cc1ccc2cc(CN(CCCN(C)C)C(=O)NCc3ccccc3)c(=O)[nH]c2c1C,15%,-24%,-0.2%,-7,-3%,-1%,1%,6,6%
Cc1ccc(S(=O)(=O)N2CCOC2CNC(=O)C(=O)NCCc2ccc(S(N)(=O)=O)cc2)cc1 (stereo not drawn),18%,-4%,0.0%,1,-3%,0%,2%,-2,9%
OCCN(Cc1ccccc1)CC(O)COc1ccc2c(c1)OCO2 (stereo not drawn),5%,-17%,-1.6%,1,-4%,0%,0%,-1,0%
O=C(CCN1CCCC1)Nc1ccc(Br)cc1,-4%[57.1 µM],0%,-0.1%,-2,-4%,-2%,2%,9,6%
COCCNC(=S)N/N=C(\C)c1ccc(Cl)c(Cl)c1,-2%,-10%,-0.3%,0,-2%,-5%,3%,3,?
CCCn1c(CCNC(=O)c2cccs2)nc2ccccc21,-1%[57.1 µM],-23%,-0.6%,1,1%,-2%,10%,2,0%
Cc1cnc(NC(=O)c2nn(C)cc2[N+](=O)[O-])s1,-2%[57.1 µM],-7%,2.7%,-4,-12%,?,-3%,4,-3%
Cc1ccc(CCNC(=O)CN2C(=O)COc3ccc(S(=O)(=O)N4CCCC4)cc32)cc1,1%[57.1 µM],?,1.1%,1,-2%,-7%,9%,7,1%
COc1ccc(-c2nc(C)c(CCNC(=O)Cc3ccc(F)cc3)s2)cc1OC,29%[57.1 µM],-20%,5.5%,0,3%,-3%,2%,6,4%

# A stretch taken from the entries so far, for reference:
SMILES,TrxR1 substrate,USP1-UAF1 inh,RXFP1 agonist,LDHA inh,Glioma ERSR ind,Vif-APOBEC3G blk,IDH1 R132H inh,PI4K2A inh,Vif-A3F inh
CCOc1cc(/C=C2\SC(=O)N(CC(=O)Nc3ccccc3F)C2=O)cc([N+](=O)[O-])c1O,-12%[57.1 µM],-13%,-3.6%,-5,-3%,0%,6%,2,6%
Cc1cnc(C(=O)N2CCc3c([nH]c4ccccc34)C2c2ccc(F)cc2)cn1 (stereo not drawn),1%,-21%,-1.3%,1,2%,-16%,6%,1,-6%

# The results go on:
SMILES,TrxR1 substrate,USP1-UAF1 inh,RXFP1 agonist,LDHA inh,Glioma ERSR ind,Vif-APOBEC3G blk,IDH1 R132H inh,PI4K2A inh,Vif-A3F inh
CCOc1ccc(C(C(=O)NC2CCCC2)N(CCOC)C(=O)CNC(=O)c2ccco2)cc1 (stereo not drawn),7%[0.0914 µM],-4%,0.2%,-6,-5%,0%,9%,0,-11%
CCC(=O)Nc1sc(C(=O)Nc2ccccc2OC)c(C)c1C(=O)OC,20%,-15%,4.8%,-3,-1%,0%,3%,1,-6%
O=C(COc1ccc(-c2ccccc2)cc1)N/N=C/c1ccccc1Br,-8%,-25%,1.2%,-3,0%,1%,6%,2,.
N#Cc1ccc(CN2CCN(C(=O)c3cccc(S(=O)(=O)N4CCCCCC4)c3)CC2)cc1,-1%,-20%,-0.2%,2,-2%,-1%,2%,0,-3%
CCc1ccccc1Cn1c(=O)oc2cccnc21,64%[activator][57.1 µM],-9%,13%,-9,-3%,1%,7%,0,16%
COc1ccc(S(=O)(=O)Oc2cccc(C(=S)N3CCOCC3)c2)cc1,-9%,-19%,3.0%,-2,-4%,-6%,2%,-2,-13%
COc1ccc2cc([C@H](C)C(=O)OCc3cn(CC(=O)c4ccc(O)cc4)nn3)ccc2c1,-3%,-9%,.,8,4%,-9%,-6%,-21,0%
Cc1nn(-c2ccccc2)c(OC(=O)c2cccs2)c1S(=O)(=O)c1ccc([N+](=O)[O-])cc1,12%,-11%,3.6%,1,-4%,-7%,6%,-2,-4%
CCOc1ccc(S(=O)(=O)NCc2cccnc2)cc1NC(=O)c1ccccc1F,16%[57.1 µM],0%,16%,-7,6%,-16%,4%,-4,3%
Cc1ccc(NC(=O)[C@H](Cc2ccccc2)NC(=O)C2CCNCC2)cc1,-6%,-7%,-1.9%,-11,-3%,0%,-11%,2,-4%
CCOc1cc2nc(-c3ccc(OC)c(OC)c3)nc(NCCCN3CCOCC3)c2cc1OC,13%[57.1 µM],-13%,-0.8%,2,-3%,5%,4%,6,3%
Cc1ccc(-c2nnc(Nc3ccc4c(c3)OCO4)c3ccccc23)cc1S(=O)(=O)NC(C)C,11%[57.1 µM],-15%,-2.0%,-1,7%,-7%,0%,0,9%
O=[N+]([O-])c1ncccc1OCc1ccccc1Br,3%,-6%,-1.5%,2,0%,1%,14%,-4,7%
CC(=O)c1ccc(NC(=O)CN2C(=O)CCc3cc(S(=O)(=O)N4CCC(C)CC4)ccc32)cc1,7%[57.1 µM],-22%,-0.3%,-2,2%,-3%,9%,-9,4%
COc1cc(F)ccc1-c1csc(C(NC(C)=O)c2cccc(F)c2)n1 (stereo not drawn),.,.,.,-4,-1%,2%,.,3,.
O=C(CCCCCCCCC(=O)N/N=C/c1ccco1)N/N=C/c1ccco1,5%[57.1 µM],-17%,5.4%,-5,0%,-5%,1%,-1,-8%
CCCCn1c(N)c(N(CC)C(=O)CN2C(=O)NC(C)(c3ccccc3)C2=O)c(=O)[nH]c1=O (stereo not drawn),2%,-6%,.,-4,-5%,2%,-5%,3,9%
O=C(Nc1nnc(C2CC2)s1)c1cccnc1Oc1ccc(Cl)cc1,-9%,-8%,0.8%,-18,0%,0%,0%,3,-2%
Cc1cc(-c2c(C)[nH]n(-c3ccccc3)c2=O)n[nH]1,-12%,-12%,-2.1%,2,1%,4%,9%,0,?
N#CC(Nc1ccccc1)c1ccccc1OCc1ccccc1 (stereo not drawn),1%,-27%,-0.2%,0,4%,-9%,10%,5,-1%
CCCC(=O)Nc1nnc(S(=O)(=O)N(CC)c2ccccc2)s1,9%,-15%,2.1%,0,-5%,1%,2%,-6,0%
COc1ccc(CCNC(=O)COC(=O)CCC(=O)c2ccc(F)cc2)cc1,7%[57.1 µM],1%,-0.3%,-4,-4%,0%,5%,-6,5%
COc1ccc(S(=O)(=O)NC2CC(C)(C)NC(C)(C)C2)c2ccccc12,0%,-11%,3.3%,-1,-4%,0%,2%,-1,-17%
